Compound activity (PubChem BioAssay)
14-3-3 Bad PPI = disrupts binding of bovine 14-3-3 zeta to phospho-Bad peptide. P63103. TR-FRET 14-3-3zeta/Dy647-pBad peptide displacement, 1 h. inhibition, % at 21.7 µM. actives 0.71% (n = 220,000). AID 781;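 active = inhibition above about 70%, limit read from the data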;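 note: 0% = full 14-3-3 plus peptide FRET controls and 100% = background without 14-3-3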
zVAD death inh = L929 zVAD cell death inhibition | L929 zVAD necroptosis rescue, ATP luminescence, 24 h; with zVAD 60 µM | viability rescue, % at 10 µM | actives 0.38% (n = 220,000);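 active = activation, scaled between plate controls, above about 75%, limit read from the data; inactive = activation under that limit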;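 note: 0% = zVAD with DMSO and 100% = DMSO alone without zVAD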
EP2 modulator = modulators of human EP2 prostaglandin E2 receptor; P43116; actives 0.83% (n = 260,000); EP2-expressing cells, cAMP HTRF FRET, PGE2 co-stimulation; AID 940; induction, % at 25 µM;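 active = compounds whose cAMP rise, as percent of the full-agonist control response, exceeds 60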;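 note: rat C6 glioma line stably carrying human EP2 under a CMV promoter; the protocol text gives 20 µM as final concentration; 100% = response of wells given 1 µM PGE2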
Target sequence (P43116 whole entry, looked up): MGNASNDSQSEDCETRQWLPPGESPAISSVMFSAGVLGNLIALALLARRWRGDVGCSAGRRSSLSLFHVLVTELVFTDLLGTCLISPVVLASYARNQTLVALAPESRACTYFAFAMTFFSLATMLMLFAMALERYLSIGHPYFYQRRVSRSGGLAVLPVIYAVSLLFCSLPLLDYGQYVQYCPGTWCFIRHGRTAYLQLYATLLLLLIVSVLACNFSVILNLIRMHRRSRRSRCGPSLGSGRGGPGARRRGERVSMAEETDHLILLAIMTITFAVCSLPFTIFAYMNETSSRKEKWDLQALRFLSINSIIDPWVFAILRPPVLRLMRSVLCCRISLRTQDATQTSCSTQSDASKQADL
m-calpain inh = calpain II (pig) inhibition; purified calpain II, fluorogenic peptide substrate, 30 min; inhibition, % at 16 µM; actives 0.37% (n = 220,000);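 active = inhibition above about 50%, limit read from the data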
EP2 antag = EP2 receptor (human) inhibition. P43116. C6 glioma cells expressing human EP2, cAMP TR-FRET; cells stimulated with saturating PGE2. inhibition, % at 25 µM. actives 0.52% (n = 260,000). AID 1422;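 active = percent inhibition above 40 after rounding to a whole number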;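 note: rat C6 glioma host cells with rolipram phosphodiesterase inhibitor present; the protocol text gives 20 µM as final concentration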
Rad51 HR inh = Rad51 (human) homologous recombination inhibition | hRad51 DNA strand exchange, fluorescence dequenching | actives 0.085% (n = 200,000) | Q06609 | inhibition, % at 10 µM;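 active = inhibition above 40% at the single screening dose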;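 note: 0% = DMSO control wells and 100% = blanks with heterologous ssDNA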
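Assay system: Human Rad51 nucleoprotein filaments preassembled on unlabelled ssDNA | Reagent: Donor/quencher-labelled 47-bp dsDNA substrate | Doses: One concentration, 10 µM final | Times: 37 °C 15-min filament assembly, 30-min compound preincubation, 15-min exchange | Technique: Fluorescein emission 520 nm, excitation 485 nm | Benchmarks: Plate control and blank wells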
eIF4E-4G inh = blocks eIF4E binding to eIF4G | actives 0.37% (n = 220,000) | P63073+Q04637 | AID 782 | inhibition, % at 21.7 µM | TR-FRET eIF4E-eIF4GI(517-606) binding, 2 h;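 active = inhibition above about 30%, limit read from the data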;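 note: 0% = full FRET control wells and 100% = background wells lacking eIF4GI fragment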
TbHK1 inh = T. brucei hexokinase 1 inhibition. recombinant TbHK1, G6PDH-coupled NADH A340. inhibition, % at 10 µM. actives 0.11% (n = 220,000);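 active = inhibition of 50% or more in the single-dose primary screen; inactive = inhibition below 50%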
Hck-Nef inh = human Hck-Nef kinase inhibition | Recombinant Hck-YEEI plus Nef, Z-Lyte FRET kinase assay | P08631 | inhibition, % at 20 µM | actives 0.68% (n = 220,000) | AID 463187;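 active = Hck-Nef kinase inhibition above about 50%, limit read from the data; inactive = inhibition below that limit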;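 note: 0% = DMSO with Hck plus Nef and 100% = Hck alone without Nef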
Target sequence (P08631 whole entry, looked up): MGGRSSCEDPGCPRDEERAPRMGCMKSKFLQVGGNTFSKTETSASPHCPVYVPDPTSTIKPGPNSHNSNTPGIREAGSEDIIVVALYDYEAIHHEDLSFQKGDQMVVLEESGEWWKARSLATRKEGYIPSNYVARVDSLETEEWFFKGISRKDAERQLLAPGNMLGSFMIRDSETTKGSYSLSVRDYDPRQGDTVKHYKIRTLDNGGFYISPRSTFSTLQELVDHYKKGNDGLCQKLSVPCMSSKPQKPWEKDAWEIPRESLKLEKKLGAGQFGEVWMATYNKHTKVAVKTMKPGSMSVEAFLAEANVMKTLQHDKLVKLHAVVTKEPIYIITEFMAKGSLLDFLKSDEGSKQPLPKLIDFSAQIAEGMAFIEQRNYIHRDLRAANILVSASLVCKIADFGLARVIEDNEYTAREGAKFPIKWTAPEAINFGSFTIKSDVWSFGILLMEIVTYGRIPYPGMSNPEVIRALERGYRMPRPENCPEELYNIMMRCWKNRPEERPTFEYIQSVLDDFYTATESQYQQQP
Numbers without * were called inactive; nt = no result given; & = joins results of further samples; [ ] = another dose, or the depositor's remark.

item	canonical_smiles	14-3-3 Bad PPI	zVAD death inh	EP2 modulator	m-calpain inh	EP2 antag	Rad51 HR inh	eIF4E-4G inh	TbHK1 inh	Hck-Nef inh
1	Cc1ccc2c(c1)c1c3n2CCCNC3CCC1 (stereo not given)	-3	-0.2	-9	18	4	-6	-3	1	0
2	CCCCC(=O)NCCNC(=O)c1cc(OCC(F)(F)F)ccc1OCC(F)(F)F	-10	0.1	20	11	-5	-3	1	-8	1
3	C/C(=N\Nc1ncc(Cl)cc1Cl)c1ccccn1	9	37	5	42	-1	-430	0	10	19
4	O=C(CSc1nnc(COc2ccc(Cl)cc2)o1)N1CCN(c2ccccc2)CC1	5[fluorescence artefact?]	2.4	34	-8	6	-1	3	4	-6
5	COc1cccc(-c2nnn(CCC(=O)O)n2)c1	3	-0.5	3&10	-13	6&9	-16	0[fluorescence artefact?]	-9	-1
6	O=C(Oc1cccc2cccnc12)c1cccs1	9	2.6	-3	5	2	3	1	-2	1
7	COc1ccc2c3c(cccc13)N(C)N=C2C	-5	-0.1	26	-87	nt	nt	12[fluorescence artefact?]	-15	-3
8	Cc1ccc(NC(=O)c2sccc2-n2cccc2)c(Cl)c1	-4	1.6	46	16	4	nt	3	-2	1
9	O=C(NC(=O)c1ccccc1)OCCN1C(=O)c2ccccc2C1=O	-15	1.4	3	2	5	7	0	2	18
10	O=C(c1ccccc1)N1CCC(O)(c2ccc3c(c2)OCO3)CC1	4[fluorescence artefact?]	-0.5	-20&-22	-10	9&13	-10	2	7	7
11	O=[N+]([O-])c1ccc(Nc2ccc(Cl)cc2)nc1	8	56	-87	34	2	11	2	-1	8
12	O=C(CSc1ncn(-c2ccccc2)n1)N1CCc2ccccc21	-1[fluorescence artefact?]	0.0	-11	-16	9	-6	31*[fluorescence artefact?]	2	8
13	CC1(C)COC(Cn2c3ccccc3c3ccccc32)O1 (stereo not given)	3	0.5	42	-9	8	nt	0	-5	23
14	O=C(CN1CCC(NC(=O)Cc2ccccc2)CC1)Nc1ccccc1Br	-12	1.0	-80	3	10	1	2	10	3
15	COc1ccc(NC(=O)Nc2ccccc2F)c(C)c1	-5	0.0	-4	-7	4	nt	0	4	3
16	O=C(NC(=S)NCCCN1CCOCC1)c1cccc2ccccc12	-18	0.3	-13&3	-22	19&3	2	-2	-3	23
17	Cc1ccc(C(=O)N/C(=C/c2cccs2)C(=O)NCCCn2ccnc2)cc1	0[fluorescence artefact?]	0.1	-2	27	12	24	-6	-12	1
18	CC(=O)Nc1ccc(NC(C)=O)s1	-19	0.4	8	-49	7	0	-3[fluorescence artefact?]	2	5
19	O=C(c1ccco1)N1CCN(S(=O)(=O)/C=C/c2ccccc2)CC1	-1	0.8	-20	4	12	1	-2	-2	-6
20	O=C(Nc1cccc2c1C(=O)NC2=O)c1cccnc1Cl	-4	1.8	9	-45	1	18	-3	-3	32
21	CCc1ccc2c(c1)C(c1ccncc1)=NNC(c1ccccc1)=N2	-3	-0.7	-54	-2	9	-1	7	-4	21
22	Cc1ccc(OCC(=O)NNC(=O)c2cc3ccccc3o2)cc1	5	-0.1	-29	7	11	2	-7	1	0
23	c1ccc(-c2csc(=Nc3cccnc3)n2CC2CCCO2)cc1 (stereo not given)	31[fluorescence artefact?]	-0.4	28	4	10	15	4[fluorescence artefact?]	-29	7
24	COc1ccc(C)cc1NC(=O)C(NCC1CCCO1)c1ccccc1 (stereo not given)	-6[fluorescence artefact?]	0.2	21	-11	7	-9	-1	7	3
25	Cc1cc(C)n(-c2ccc(C(=O)Nc3ccc4c(c3)OCO4)cc2)n1	-10[fluorescence artefact?]	0.2	5	12	14	5	7	-12	1
26	CCn1c2ccccc2c2cc(NC(=O)CSc3nnc(-c4ccccc4)o3)ccc21	4	0.1	-14	-63	15	5	1	-20	9
27	O=C(NCc1ccc2c(c1)OCO2)c1ccc(CSCc2ccc(Cl)cc2)o1	-7	0.0	-84	12	7	14	-2	44	2
28	COc1ccccc1NC(=S)NCCc1ccc(S(N)(=O)=O)cc1	-14	3.6	-21	1	9	18	0	-1	26
29	O=C(Nc1cc(C(F)(F)F)ccc1Cl)C(Sc1n[nH]c(=O)[nH]c1=O)c1ccccc1 (stereo not given)	-1	0.1	8	-17	9	4	2	-17	16
30	Cc1ccnc2nc(C(=O)Nc3nc4ccccc4s3)nn12	-5	0.0	-24	-1	10	6	3	-69	9

Carrying on:
item	canonical_smiles	14-3-3 Bad PPI	zVAD death inh	EP2 modulator	m-calpain inh	EP2 antag	Rad51 HR inh	eIF4E-4G inh	TbHK1 inh	Hck-Nef inh
31	CC1CCCCC1NC(=O)Cn1ncc2ccccc21 (stereo not given)	1	0.6	6	1	15	10	6[fluorescence artefact?]	1	13
32	Nc1nc(-c2cccc(NS(=O)(=O)c3ccccc3)c2)cs1	-6	0.2	-48	30	7	7	1	5	0
33	CCc1nnc(NCC(=O)N2CCc3ccccc32)s1	nt	0.1	15	-209	8	3	nt	-2	5
34	O=C(N/C(=C/c1ccc(Br)cc1)c1nc2ccccc2[nH]1)c1ccco1	5	-0.1	-10	-1	3	-8	-3	3	0
35	CCNC(=O)c1ccccc1-c1nc(-c2ccccc2OC)no1	-3	-1.1	-16	5	6	11	-2	4	13
36	CSc1cccc(NC(=O)CCNC(=O)c2ccco2)c1	-26	1.2	21	-27	5	11	-1	-1	19
37	Fc1ccc(Cn2nnnc2CN2CCN(C3CCCCC3)CC2)cc1	5	-0.1	-25&-27	-29	11&11	-5	-3	1	1
38	CCN(CC)CCN1C(=O)C(=O)/C(=C(/O)c2ccc(C)cc2)C1c1cccnc1 (stereo not given)	5	0.9	30	9	5	6	97*	-27	20
39	COc1cc(C(Nc2ccccn2)c2ccc3ccc(C)nc3c2O)cc(OC)c1O (stereo not given)	14	16	-30	-24	26	-3	1[fluorescence artefact?]	-4	1
40	COc1cc(C(=O)OCC(=O)N2CCCCC2C)ccc1OCc1c(C)noc1C (stereo not given)	-2	2.4	-30	-6	8	0	0	-1	1
41	COc1ccc(O)c(/C=N/NC(=O)c2c(C)nnn2-c2nonc2N)c1	11	48	-12	-21	3	21	12	-3	22
42	CC(NC(=O)/C(=C/c1cccc([N+](=O)[O-])c1)NC(=O)c1ccco1)C(=O)O (stereo not given)	-10	1.8	13	10	3	5	0	35	8
43	CC(C)CC(C(=O)NC(C)(C)C)N(Cc1cccs1)C(=O)c1snc(C(N)=O)c1N (stereo not given)	4	0.6	5	-23	8	6	-2	-5	21
44	C=CCn1c(SCC)nc2sc3c(c2c1=O)CCc1ccccc1-3	-1	0.1	22	32	6	-1	1	-12	-2
45	O=C(Nc1ccccn1)c1csc2c1CCCC2	5	-0.3	-63&-48	29	11&10	-6	-3	6	15
46	Cc1cc(NC(=O)c2c(-c3c(F)cccc3Cl)noc2C)no1	1	-0.3	11	19	7	-24	1	1	-11
47	CCc1ccc(OCc2ccc(C(=O)NCc3ccccn3)o2)cc1	8	2.1	26	5	9	3	-8	-6	2
48	NS(=O)(=O)c1cc(C(=O)OCC(=O)c2ccc3c(c2)OCCO3)ccc1Cl	-6	0.5	-45	0	8	14	1	4	9
49	CC(=O)c1c(C)[nH]c(C(=O)NCCN2CCC(C)CC2)c1C	-2	9.2	12	3	9	-3	3	0	1
50	CN(C)/C=N/c1nc(-c2ccc3c(c2)OCO3)cs1	1	7.4	-9	4	5	-5	3	-7	-6
51	COc1cc(C2CC(=O)Oc3c2c(=O)n(C)c2ccccc32)cc(OC)c1OC (stereo not given)	-3	0.9	20	-47	1	14	2	3	18
52	O=C(CC(C(=O)N1CCc2ccccc21)n1ccnc1)N1CCc2ccccc2C1 (stereo not given)	-8	0.0	11	1	nt	nt	5	30	2
53	COCCn1c(=NC(=O)c2ccco2)sc2cc(C(=O)OC)ccc21	9[fluorescence artefact?]	3.3	25	-16	13	-2	1[fluorescence artefact?]	-9	1
54	CC1CC(NC(=O)C2(C)CC2(Cl)Cl)CC(C)(C)C1 (stereo not given)	-11	-1.6	9	-33	3	-7	-6	-9	23
55	Cc1csc(NC(=O)C2CCN(C(=O)c3ccccc3C)CC2)n1	12	2.2	-11	27	10	-2	0	2	18
56	CC(=O)Nc1ccc(NS(=O)(=O)c2ccc(C)cc2)cc1[N+](=O)[O-]	2	0.6	4	6	2	-11	3	37	-12
57	COC(=O)c1ccc(Oc2nc3c(c(=O)n(C)c(=O)n3C)n2CCC(C)C)cc1	-5	-0.9	37	-13	9	-2	0	0	1
58	CN(Cc1ccc(Cl)s1)C(=O)CCl	-5	5.1	0	-10	1	-4	0	-3	15
59	O=[N+]([O-])c1ccc2oc(C3CCCCC3)nc2c1	6	-0.1	-12	6	8	-1	1	2	38
60	O=C(CCN1C(=O)C2C3C=CC(C3)C2C1=O)Oc1ccc2ccccc2c1 (stereo not given)	-4	-1.8	5	-26	1	nt	0	-1	4

Continuation.
item	canonical_smiles	14-3-3 Bad PPI	zVAD death inh	EP2 modulator	m-calpain inh	EP2 antag	Rad51 HR inh	eIF4E-4G inh	TbHK1 inh	Hck-Nef inh
61	Cc1cccc2c(=O)cc(C(F)(F)F)[nH]c12	6	0.2	-10	13	14	nt	0	-15	7
62	CC(C)CNC(=O)C(=O)NN=C1CCCCCC1	1	nt	7	-22	8	nt	-2[fluorescence artefact?]	-1	-5
63	CN=C1SC(CC(=O)Nc2ccc(F)cc2F)C(=O)N1/N=C/c1ccc(OC(F)F)c(OC)c1 (stereo not given)	12	1.5	-7	-10	5	-6	3	-25	25
64	COc1ccc(/C=N/n2c(C)nc3sc(C)c(C)c3c2=O)cc1OC	0	0.8	-2	-17	7	9	12	-15	24
65	N/C(=N\OC(=O)COc1ccc(Br)cc1)c1cccnc1	-6	0.0	-5	-1	0	9	17	3	6
66	CCOC(=O)C(=O)Nc1nnc(COc2ccccc2)s1	7	3.6	0	25	9	2	-2	-1	30
67	CC1=CCC2C(=O)N(c3ccc(C)cc3)C(=O)C2C1 (stereo not given)	1	1.0	28	13	-2	5	3	3	-1
68	CCO[C@H]1OC(C(=O)N2CCOCC2)=C[C@@H](c2ccc3c(c2)OCO3)[C@@H]1CCCO	1	0.1	3	-14	-3	-7	0	-4	5
69	COc1ccc(C2c3ccc(O)cc3Oc3ncn4nc(-c5cccnc5)nc4c32)cc1OC (stereo not given)	-6	0.2	-29	-57	6	5	1	-20	2
70	CCOC(=O)c1ccc(NS(=O)(=O)c2ccc(Cl)nc2)cc1	-9	9.0	-8	-48	8	5	-2	-8	22
71	COc1ccc(CNC(=O)C(c2ccncc2)N(C(=O)Cc2cccs2)c2cccnc2)cc1 (stereo not given)	-6	-1.2	12	-9	8	8	-5	-4	32
72	Cc1ccc(N2C(=O)CC(n3ccnc3)C2=O)cc1C (stereo not given)	-9	0.0	24	17	8	4	6	-4	0
73	Cc1ccc(CNC(=O)C2c3ccccc3C(=O)N(C)C2c2c[nH]c3ccccc23)o1 (stereo not given)	-18	-0.6	11	-20	15	-12	1	-3	0

Full records from above.
COc1ccc(/C=N/n2c(C)nc3sc(C)c(C)c3c2=O)cc1OC is listed with 14-3-3 Bad PPI = 0; zVAD death inh = 0.8; EP2 modulator = -2; m-calpain inh = -17; EP2 antag = 7; Rad51 HR inh = 9; eIF4E-4G inh = 12; TbHK1 inh = -15; Hck-Nef inh = 24
Cc1ccc(N2C(=O)CC(n3ccnc3)C2=O)cc1C (stereo not given) is listed with 14-3-3 Bad PPI = -9; zVAD death inh = 0.0; EP2 modulator = 24; m-calpain inh = 17; EP2 antag = 8; Rad51 HR inh = 4; eIF4E-4G inh = 6; TbHK1 inh = -4; Hck-Nef inh = 0
COc1ccc(C2c3ccc(O)cc3Oc3ncn4nc(-c5cccnc5)nc4c32)cc1OC (stereo not given) is listed with 14-3-3 Bad PPI = -6; zVAD death inh = 0.2; EP2 modulator = -29; m-calpain inh = -57; EP2 antag = 6; Rad51 HR inh = 5; eIF4E-4G inh = 1; TbHK1 inh = -20; Hck-Nef inh = 2

Only part of the results is shown (hit frequency here may not be typical).
